HePTP inhibitor – inhibitors of human HePTP phosphatase; 110,000 tested, 0.64% active; AID 521; recombinant HePTP phosphatase activity, OD absorbance; inhibition, % at 20 µM; P35236; in the data active = inhibition above about 50%;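 also: plate controls were vehicle for no effect and reference inhibitor for full effect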
Target sequence (P35236 whole entry, looked up): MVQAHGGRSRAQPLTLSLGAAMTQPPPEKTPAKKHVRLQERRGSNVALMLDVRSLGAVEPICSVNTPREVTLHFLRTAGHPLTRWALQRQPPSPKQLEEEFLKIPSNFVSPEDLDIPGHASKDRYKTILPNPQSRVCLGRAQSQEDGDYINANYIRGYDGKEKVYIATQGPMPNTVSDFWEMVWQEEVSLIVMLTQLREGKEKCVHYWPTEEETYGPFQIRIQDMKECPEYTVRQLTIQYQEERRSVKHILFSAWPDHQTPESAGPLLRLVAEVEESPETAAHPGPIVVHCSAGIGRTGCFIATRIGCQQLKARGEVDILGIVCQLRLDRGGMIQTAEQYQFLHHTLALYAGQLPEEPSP
BAP1 inh – blocks human BAP1 ubiquitin-AMC hydrolysis | Q92560 | recombinant BAP1, Ub-AMC hydrolysis fluorescence kinetic; stronger effect = lower value | activity remaining (% of control), % at 20 µM | 72,000 tested, 0.48% active | AID 436;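 active = activity remaining at or below 50% of control, provided the compound also passes the data quality filters; inactive = the rest, including low values that fail the filters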;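 also: 100% = DMSO wells rate and 0% = substrate alone blank rate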
Target sequence (Q92560 whole entry, looked up): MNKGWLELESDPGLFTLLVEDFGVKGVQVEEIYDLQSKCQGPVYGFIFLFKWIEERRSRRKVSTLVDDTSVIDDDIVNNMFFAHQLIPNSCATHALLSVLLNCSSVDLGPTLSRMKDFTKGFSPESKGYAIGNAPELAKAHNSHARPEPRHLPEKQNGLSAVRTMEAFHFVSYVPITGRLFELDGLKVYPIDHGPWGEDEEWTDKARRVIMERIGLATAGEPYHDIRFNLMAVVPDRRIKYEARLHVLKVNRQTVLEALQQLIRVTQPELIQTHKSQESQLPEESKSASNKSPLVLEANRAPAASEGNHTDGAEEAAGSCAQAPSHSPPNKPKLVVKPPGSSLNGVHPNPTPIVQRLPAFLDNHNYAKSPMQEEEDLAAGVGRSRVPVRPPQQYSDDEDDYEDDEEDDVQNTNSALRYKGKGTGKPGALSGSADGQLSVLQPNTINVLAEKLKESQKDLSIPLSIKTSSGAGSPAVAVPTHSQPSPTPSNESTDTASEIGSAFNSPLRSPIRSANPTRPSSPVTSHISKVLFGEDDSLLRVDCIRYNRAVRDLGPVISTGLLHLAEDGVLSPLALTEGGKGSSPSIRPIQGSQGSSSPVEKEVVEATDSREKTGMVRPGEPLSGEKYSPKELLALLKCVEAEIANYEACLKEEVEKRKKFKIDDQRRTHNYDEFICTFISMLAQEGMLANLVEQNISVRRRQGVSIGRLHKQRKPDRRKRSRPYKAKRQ
Starred values were filed as active, the others as inactive; nt = not tested or not shown; & = joins results of further samples. Outcome played no part in choosing rows; overall some 0.83% were active at least once.

item	structure	HePTP inhibitor	BAP1 inh
1	COc1ccc(N(CC(=O)O)S(=O)(=O)c2ccc(C)cc2)c(OC)c1	2	nt
2	COCCNC(=O)CN1CCC(n2c(C)nc3cc(C(F)(F)F)ccc32)CC1	5	85
3	CCN1C(=O)N(CC)C2C1N(COC(C)=O)C(=O)N2COC(C)=O (configuration not stated)	8	nt
4	C=CCc1c(C)nc(SCC(=C)C)[nH]c1=O	10	nt
5	COc1ccc2c(c1)/C(=C1/SC(C(C)=O)=C(c3ccccc3)S1)C(=S)C(C)(C)N2	10	nt
6	Cc1ccccc1OCCCCCn1ccnc1	9&7	96
7	CCOc1cccc(C(=O)Nc2ccccc2C(=O)O)c1	6	nt
8	O=C(NCCSCc1ccccc1)c1ccccc1Cl	-14	nt
9	O=C1NC(=S)N/C1=C/c1ccc2c(c1)OCO2	-3	nt
10	O=C(Nc1c(C(=O)N2CCCCCC2)cnn1-c1ccccc1)c1cccc(F)c1	-11	nt
11	CC1=C(C(=O)OCCC#N)C(c2cc3c(cc2Br)OCO3)NC(=O)N1 (configuration not stated)	8	nt
12	COc1cc2[nH]c(=S)n(Cc3ccc(C)o3)c(=O)c2cc1OC	4	65
13	COc1ccc(Cl)cc1N(CC(=O)Nc1ccccc1C(=O)NCc1ccco1)S(C)(=O)=O	7	131
14	COC(=O)c1[nH]c2ccc(C)cc2c1NC(=O)CN1CCN(c2ccccc2)CC1	3	nt
15	O=C(O)c1cc(-c2ccc([N+](=O)[O-])c(C(=O)O)c2)ccc1[N+](=O)[O-]	nt	68
16	Clc1ccc(Cc2nn3c(Cn4nnc5ccccc54)nnc3s2)cc1	2	76
17	COc1cccc(-c2nc(CS(=O)CC(=O)NCc3ccccc3Cl)c(C)o2)c1 (configuration not stated)	4	89
18	O=C1c2ccccc2C(=O)N1/N=C/c1ccccc1O	1	nt
19	CCOc1ccc(C=Nc2ccc(I)cc2)cc1	6	nt
20	O=C(COCCOCC(=O)N(c1ccccn1)C1CCCCC1)N(c1ccccn1)C1CCCCC1	-4	nt
21	O=C(NCc1ccccn1)c1cc([N+](=O)[O-])cc([N+](=O)[O-])c1	-7	nt
22	COc1cc(NC(=O)COc2ccccc2C(C)(C)C)c(OC)cc1Cl	nt	54
23	COc1cc(C(=O)N/C(=C/c2ccc(F)cc2)C(=O)NC(CCC(=O)O)C(=O)O)cc(OC)c1OC (configuration not stated)	-11	nt
24	O=C(NCCCO)c1ccccc1C(=O)c1ccccc1	3	nt
25	O=C(CCC1CCCC1)Nc1ccc(S(=O)(=O)N2CCOCC2)cc1	nt	169
26	COc1cccc(C2NC(=S)NC(C)=C2C(=O)Nc2ccccc2OC)c1 (configuration not stated)	0	nt
27	Cc1ccc(OCC(O)C(C)NC(C)C)c2c1CCC2 (configuration not stated)	nt	99
28	Cc1cc(Nc2c(C)cccc2C)n2nc(C)nc2n1	5	100
29	CCOc1cccc2c1N(C(C)=O)C(C)(C)C(=S)C2=C1SC(C(=O)OC)=C(C(=O)OC)S1	6	nt
30	CC(=O)Nc1ccc(N2C(=O)c3cc4ccccc4cc3C2=O)cc1	6	nt

One compound at a time (already shown). Values in the order: HePTP inhibitor, BAP1 inh
O=C(NCCCO)c1ccccc1C(=O)c1ccccc1 is listed with 3, nt
CCOc1ccc(C=Nc2ccc(I)cc2)cc1 is listed with 6, nt
COCCNC(=O)CN1CCC(n2c(C)nc3cc(C(F)(F)F)ccc32)CC1 is listed with 5, 85
O=C(CCC1CCCC1)Nc1ccc(S(=O)(=O)N2CCOCC2)cc1 is listed with nt, 169
COc1cc2[nH]c(=S)n(Cc3ccc(C)o3)c(=O)c2cc1OC is listed with 4, 65

Next part
item	structure	HePTP inhibitor	BAP1 inh
31	O=S1(=O)CC(O)C(NCc2ccco2)C1 (configuration not stated)	-1	65
32	COc1cc(C(=S)N2CCOCC2)cc(I)c1O	6	nt
33	COc1ccc(-c2nc(N)ncc2-c2csc(C)n2)c(O)c1	-1	88
34	O=C(NCCNc1ccc(Cl)cc1[N+](=O)[O-])c1ccc(Br)o1	1	nt
35	Cn1c(=O)[nH]c(=O)c2c1nc(CN1CCN(c3ccccc3F)CC1)n2CC(N)=O	5	102
36	Cc1cccc(N2C(=O)/C(=C/c3ccc4c(c3)OCO4)SC2=S)c1C	-6	nt
37	O=C1C(=C/C=C/c2ccccc2)C(=O)c2ccccc21	13	nt
38	CN1C2C=C(N(CCc3c[nH]c4ccccc34)C(=O)c3ccc(F)cc3)CC1CC2 (configuration not stated)	0	nt
39	CN(C)c1nc(N)nc(-c2nc3ccccc3s2)n1	10	51
40	CC(=O)Nc1cccc(NC(=O)CSc2nnnn2C(C)C)c1	15	94
41	COc1ccc(-c2nc3sc(-c4ccc(OC)cc4)nc3s2)cc1	6	nt
42	CCOc1cc(CNc2ccccc2SC)ccc1O	4	91
43	CN(C)S(=O)(=O)c1cc(S(=O)(=O)N(C)C)c(Cl)cc1N	0&4	98
44	Cc1cc(C)cc(NC(=O)C2CCN(c3nccs3)CC2)c1	7	99
45	Cc1ccc(C)c(N2CCN(CC(=O)Nc3ccc4[nH]c(=O)[nH]c4c3)CC2)c1	0	102
46	O=C(Nc1ccc(Br)cc1)c1nn2c(c1Cl)NC(c1ccc(Cl)cc1)CC2C(F)(F)F (configuration not stated)	-8	nt
47	COc1cc(/C=N/NC(=O)CSCc2cc(C)cc(C)c2)cc(OC)c1OC	3	nt
48	COC(=O)C1=C(C)N(C)C(=O)NC1c1cc(Br)c(O)c(OC)c1 (configuration not stated)	1	148
49	CC(C)CC(NC(=O)c1ccccc1)C(=O)OCC(=O)N1c2ccccc2Sc2ccccc21 (configuration not stated)	7	nt
50	O=C(C1CCN(c2nnnn2-c2ccccc2)CC1)N1CCN(c2ccccc2)CC1	11	124
51	NC(=O)c1sc2nc(N3CCCCC3)c3c(c2c1N)CCCC3	6	67
52	CCOc1ccccc1NC(=O)CCc1ccccc1	4	nt
53	CCCCC(=O)Nc1ccc(NC(=O)c2cccnc2)cn1	5	110
54	CCOc1ccccc1NC(=O)c1ccc2c(c1)C(=O)N(CC(C)C)C2=O	-3	nt
55	COc1ccc(C(=O)N=Nc2c(O)n(CN3CCN(C)CC3)c3ccccc23)cc1	13	nt
56	Brc1cccc(C2CC(c3ccccc3)n3nnnc3N2)c1 (configuration not stated)	-1	90
57	COc1ccc(C2CC(=O)C3=C(C2)Nc2ccccc2NC3c2ccc(OC)c(OC)c2)cc1 (configuration not stated)	-1	nt
58	Cc1ccc2c(c1)CCCN2C(=O)c1ccoc1C	5	nt
59	CC(=O)NCC(=O)OCC(=O)c1ccc(C)cc1	-5	94
60	CCOc1ccc(/C=C2\C(=O)NC(C)=C2C(=O)OC)cc1	10	nt

Rewritten with each value named: part of the list above.
47. COc1cc(/C=N/NC(=O)CSCc2cc(C)cc(C)c2)cc(OC)c1OC
  HePTP inhibitor: 3 | BAP1 inh: nt
48. COC(=O)C1=C(C)N(C)C(=O)NC1c1cc(Br)c(O)c(OC)c1 (configuration not stated)
  HePTP inhibitor: 1 | BAP1 inh: 148
49. CC(C)CC(NC(=O)c1ccccc1)C(=O)OCC(=O)N1c2ccccc2Sc2ccccc21 (configuration not stated)
  HePTP inhibitor: 7 | BAP1 inh: nt

New compounds follow.
item	structure	HePTP inhibitor	BAP1 inh
61	COc1ccc(S(=O)(=O)NCC(=O)N(CC(=O)NCC2CCCO2)c2c(C)cccc2C)cc1 (configuration not stated)	6	94
62	CC(O)Cc1nsc(NC(=O)c2ccc(Br)o2)n1 (configuration not stated)	-10	109
63	COC(=O)C1=C(C)NC(C)=C(C(=O)OCCCBr)C1c1cccc([N+](=O)[O-])c1 (configuration not stated)	nt	76
64	COc1cccc2cc(C(C)N(CCCN3CCOCC3)C(=O)Nc3ccc(Cl)cc3)oc12 (configuration not stated)	2	99
65	S=C(NCCN1CCOCC1)Nc1cccc(Cl)c1	0	nt
66	CCOc1cc(CNC(=O)CN2C(=O)c3ccccc3S2(=O)=O)ccc1OC	7	nt
67	Cc1ccc(-n2nnc3c(=O)n(CC(=O)N4CCCC4)cnc32)cc1	-12	92
68	O=C(CN(Cc1ccco1)C(=O)CNS(=O)(=O)c1ccccc1)NC1CCCCC1	3	91
69	COC(=O)c1cc2ccsc2n1CC(=O)N1CCCc2ccccc21	5	62
70	CN1CCN(C(=O)c2ccccc2NC(=O)CCCN2C(=O)c3ccccc3C2=O)CC1	-20	nt
71	O=C(CSc1ncn(-c2ccccc2)n1)Nc1nc2ccccc2s1	7	104
72	Cc1cc2cc(CCNC(=O)c3ccc(Br)o3)c(=O)[nH]c2cc1C	9	88
73	Cc1occc1C(=O)N/N=C/c1ccc(O)cc1O	-10	nt
74	c1ccc(-n2nnnc2-n2ccnc2)cc1	2	nt
75	Cc1ccccc1Cn1cc(NC(=O)c2cc(-c3cccs3)on2)cn1	-1	104
76	CS(=O)(=O)N(CC(N)=O)c1ccc2c(c1)OCO2	-7	90
77	CCOc1cccc(-c2cc(C(=O)NN)[nH]n2)c1	5	nt
78	COCCOC(=O)C(C#N)c1nc2ccccc2nc1N1CCCC1 (configuration not stated)	9	102
79	O=C(Cn1cccc1C(=O)c1ccccc1)NCc1ccco1	6	104
80	O=S(=O)(Nc1ccccn1)c1ccc(Br)cc1	-9	nt
81	CCC(C(=O)NC1CCCC1)N(Cc1ccco1)C(=O)Cn1nnc(-c2ccc(C)cc2)n1 (configuration not stated)	2	96
82	Cc1sc(NC(=O)c2ccc(-c3ccccc3)cc2)c(C(N)=O)c1C	-3	nt
83	Cc1c(C(=O)N2CCN(C)CC2)cccc1[N+](=O)[O-]	8	nt
84	FC(F)(F)C1CC(c2cccs2)Nc2ncnn21 (configuration not stated)	1	101
85	CCCc1oc2c(c(=O)c1CC)C(=O)CC(C)(C)C2	4	79
86	N#Cc1c(N)nc2c(c1-c1cccnc1)CCCCC2	4	71
87	CCCCNCCCCCOc1c(C)cccc1C	2	nt
88	Cc1ccccc1C1(Cc2ccccc2)C(=O)c2ccccc2C1=O	-4	nt
89	CC(=O)N(Cc1cc2ccc(C)c(C)c2n2nnnc12)C1CCCC1	6	87
90	O=C(C1COc2ccccc2O1)N1CCN(Cc2ccc3c(c2)OCO3)CC1 (configuration not stated)	8	95
91	COc1ccc2nc(NC(=O)C3CCCN3S(=O)(=O)c3ccc(C)cc3)sc2c1 (configuration not stated)	4&0	70
92	O=C(O)C1CC(=O)N(c2ccc(F)cc2)C1 (configuration not stated)	7	99
93	C/C(=N\Nc1nc(C)cc(=O)[nH]1)c1ccccc1	-5	nt
94	CCOC(=O)CCCNC(=O)CCNC(=O)c1ccc(OCC)cc1	4	94
95	CC1C(=NO)C(C)C(c2ccc(N(C)C)cc2)NC1c1ccc(N(C)C)cc1 (configuration not stated)	-1	96
96	Cc1ccc(Cl)cc1N1CCN(S(=O)(=O)c2ccc3c(c2)oc(=O)n3C)CC1	10	56
97	CCc1ccc(NC(=S)NC(=O)c2ccc(Cl)cc2)cc1	6	nt
98	O=C1ON=C(c2ccccc2)/C1=C/c1ccc(Br)s1	6	nt
99	O=C(O)Cn1nc2ccccc2n1	5	103
100	COC(=O)C1=C(C)NC(C)=C(C(=O)OC)C1c1ccccn1	1	104
101	O=S(=O)(c1ccc(S(=O)(=O)N(Cc2cccs2)CC2CCCO2)cc1)N1CCCCC1 (configuration not stated)	5	74
102	Cc1ccc(-c2nc3ccccc3o2)cc1NC(=O)COc1ccc(Cl)cc1	2	nt
103	COc1ccc(-c2csc(/C(C#N)=C\c3ccc(C)s3)n2)cc1	-3	nt
104	CC(C)(C)CC(C)(C)NC(=O)CSc1ncc(-c2ccccc2)[nH]1	-11	nt
105	COc1ccc(CCNC(=O)CSc2nnc(Cc3csc(N)n3)n2C)cc1OC	9	60
106	Cc1c(NC(=O)COc2ccc3ccccc3c2)cccc1[N+](=O)[O-]	-4	nt
107	O=C(O)c1cccc(N2C(=O)c3cccnc3C2=O)c1	5&4	118
108	COc1ccc(N2C(=O)CC(Sc3nc(C)c4c(n3)CCCC4)C2=O)cc1 (configuration not stated)	6	101
109	COc1ccc(CCNC2CC(=O)N(CCc3ccc(OC)c(OC)c3)C2=O)cc1OC (configuration not stated)	1	94
110	COc1cccc(-c2nc(-c3ccccn3)no2)c1	10	nt
111	COc1ccc(C(C(=O)NC2CCCCC2)N2CCC3(CC2)OCCO3)cc1 (configuration not stated)	-5	90
112	COC(=O)c1sc(S(=O)(=O)N2CCC(C)CC2)c(C(=O)OC)c1C	3	93
113	CC1=NN(c2ccccc2)C(=O)/C1=C/c1ccc(OS(=O)(=O)c2ccccc2[N+](=O)[O-])cc1	-8	nt
114	O=C(Nc1ccc(I)cc1)N1CCOCC1	-3	nt
115	O=C1CC(Cc2ccccc2)C(=O)N1Cc1ccco1 (configuration not stated)	11	88
116	CCCOc1ccc2c3c(c(=O)oc2c1OCCC)CCC3	8	159
117	CC(=O)N1C(=O)/C(=C2\SC(=O)NC2=O)c2ccccc21	4	nt
118	CCCn1c(=O)c2ccccc2n2c(SCCOc3ccccc3F)nnc12	-7	124
119	Cc1ccc(OCC(=O)N2CCN(c3ccc([N+](=O)[O-])cc3)CC2)c(Br)c1	7	nt
120	CN(C)CCNC(=O)c1cc2cc(Br)ccc2oc1=O	7	nt

The results go on.
item	structure	HePTP inhibitor	BAP1 inh
121	COc1ccccc1Nc1nc(NCCO)c2ccccc2n1	0	58
122	CCOc1ccc(-c2nnn(CC(=O)N3CCN(c4ccc(OC)cc4)CC3)n2)cc1OCC	8	132
123	COc1ccc(CCNC2CC(=O)N(c3ccccc3)C2=O)cc1OC (configuration not stated)	3	nt
124	CCOC(=O)c1ccc(NS(=O)(=O)c2cc(-c3nnnn3C(C)C)ccc2OC)cc1	4	91
125	Cc1cc(C)nc(Nc2nc3ccccc3[nH]2)n1	2&7	98
126	C=CCn1c(COc2cccc3cccnc23)nnc1SCC(=O)O	4	110
127	CCOC(=O)c1ccc(N2NC(=O)/C(=C/c3ccc(C=O)cc3)C2=O)cc1	96*	nt
128	CCOC(=O)C1=C(C)NC(=O)NC1c1ccc(Br)s1 (configuration not stated)	2	86
